Screens from PubChem.
Pf apPOL block = Pf-apPOL inhibitors, biochemical, fluorescence; Plasmodium falciparum apicoplast DNA polymerase (apPOL); Recombinant Pf-apPOL, molecular beacon fluorescence, 1.5 h; inhibition, % at 10 µM; 210,000 compounds, 0.25% hits; AID 1794808, 2022
mHTT-CaM PPI inh = mutant huntingtin-calmodulin interaction inhibitors – biochemical, AlphaScreen, primary screen | inhibition, % at 15 µM | AlphaScreen His-mHTT/GST-CaM binding, luminescence | 190,000 compounds, 3.6% hits;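 note: 0% = both proteins with DMSO and 100% = one protein alone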
* hit, by the source's call; / = no result given; & = joins results of further samples. Cut-off read from the data, not from the text of the source: active = inhibition above about 50%; inactive = the rest. This is a subset (hit frequency here may not be typical).

SMILES | Pf apPOL block | mHTT-CaM PPI inh
O=S1(=O)CC(N2CCN(CCO)CC2)CN1C1CCCCC1 (configuration not stated) | -5 | -2
O=C(O)C1CC=CCC1C(=O)Nc1nc(-c2ccc(Cl)cc2)cs1 (configuration not stated) | -2 | -3
CCC[C@H]1[C@@H](OC(=O)NCCc2ccccc2)CC[C@@]23CCCN2C(=O)CCC[C@@H]13 | -8 | 8
O=C(Nc1ccc(F)cc1)c1cc(S(=O)(=O)NCc2ccc(F)cc2)ccc1F | 30 | -3
CCCC1c2ccc(C)n2CCN1C(=O)Nc1ccc(C)c(F)c1 (configuration not stated) | 4 | 10
CCCOc1ccc(Cl)cc1/C=C1/C(=O)ON=C1C | 1 | 23
CN1CCc2nc(NC(=O)c3cc4ccccc4o3)sc2C1 | -5 | -10
Cn1nc(-c2nc(-c3ccccc3)no2)c2c1CCN(C(=O)C1(c3ccccc3)CC1)C2 | 0 | 5
Cc1ccc(OCc2noc(-c3cccc(Cl)c3)n2)cc1 | 2 | -35
CCCOc1nccnc1N1CCC(NC(=O)Cc2ccsc2)C1 (configuration not stated) | 0 | 7
COc1ccc(C=Nc2[nH]c(OC)c(C#N)c2C#N)cc1 | 2 | 19
CCn1nccc1C(=O)Nc1ccc2c(c1)CCC(=O)N2C | 0 | -2
CCN(CC)c1nc2c(C)cccn2c(=O)c1C=C(C#N)C#N | -8 | 6
O=C(c1ccc(=O)[nH]c1)N(Cc1cccs1)C1(C(=O)NC2CCCC2)CCCCC1 | -6 | 2
COc1ccc(C(=O)Nc2ccc3c(c2)C(=O)N(C)C3=O)cc1[N+](=O)[O-] | -6 | 8
O=C(NCc1ccco1)C1CCCN(S(=O)(=O)N2CCCCCC2)C1 (configuration not stated) | -10 | -2
CC(=O)NS(=O)(=O)c1ccc(NC(=O)c2ccc(-n3nc(C)cc3C)nn2)cc1 | 2 | 2
O=C(Nc1ccc(I)cc1)C1CC2CCC1C2 (configuration not stated) | -4 | -37
O=C(Nc1ccc(N2CCCCS2(=O)=O)cc1)OCc1ccccc1 | -3 | 0
COc1ccc(-c2cc3ccc(OCC(=O)OC(C)C)cc3oc2=O)cc1OC | -4 | -1
CN(CC(O)COCC1COc2ccccc2O1)C1CCCCC1 (configuration not stated) | -6 | -5
CCOc1ccccc1N1CC(C(=O)Nc2ccccc2Cl)CC1=O (configuration not stated) | -13 | -4
Cc1ccc(-n2cc(C3CCN(C(=O)c4ccc(C#N)cc4)CC3)cn2)cc1 | -7 | 12
COc1ccc(-c2nc3ccccc3n2C)cc1OC | 2 | -1
NCCOCCN | -8 | -2
CC1CCN(C(=O)c2cccnc2N2CCOCC2)CC1 | 0 | -1
CC(=O)Nc1nc(C(c2ccccc2)c2ccccc2)cs1 | -2 | 5
COc1ccc(N=Cc2nc(-c3ccc(Br)cc3)oc2O)c([N+](=O)[O-])c1 | 1 | 21
CCOC(=O)c1cc(-c2ccccc2)sc1NC(=S)OCC | 3 | /
O=C1C(Nc2ccc(F)c(F)c2)=C(N2CCOCC2)C(=O)c2ccccc21 | -10 | 32
COc1ccccc1-n1c(SCC(=O)Nc2ccc(C)cc2C)nc2c(c1=O)SCC2 | 2 | 19
CCc1c(C2CCN(C(=O)Nc3cccc(OC)c3)CC2)noc1N | 2 | 18
CCc1ccc(NC(=O)N2CCc3cn(CCOC)c4cccc(c34)C2)cc1 | -7 | -1
Cc1cc([N+](=O)[O-])ccc1-c1ccc(C2Nc3ccccc3C(=O)N2O)o1 (configuration not stated) | -13 | 28
COc1cc(NC(=O)c2ccc(C(=O)c3ccccc3)cc2)cc(OC)c1OC | -4 | -5
Nc1ccc2nc(SCC(=O)O)sc2c1 | -6 | 8
CCOc1ccc(NC(=O)C2CCCN(c3cnn(Cc4ccccc4)c(=O)c3)C2)cc1 (configuration not stated) | -11 | 28
Cc1ccc(C(=O)N2CCc3nc(-c4ccc(Cl)cc4)ncc3C2)cc1F | -1 | 2
NNC(=O)c1cc(OCC(F)(F)F)ccc1OCC(F)(F)F | 0 | /
COc1ccccc1C1=NOC(C(=O)NC(C)C)C1 (configuration not stated) | -3 | -7
COc1cc(CN2CCN(C=O)CC2)ccc1OCc1ccccc1 | 7 | -2
COc1ccc(C=Nc2nc3ccc(C)cc3s2)cc1 | -7 | -2
COc1ccc(NC(=O)C(C(C)C)N2C(=O)c3ccccc3C2=O)cc1 (configuration not stated) | 1 | 1
O=C(NC1CS(=O)(=O)CC1Cl)c1ccco1 (configuration not stated) | 2 | -6
O=C(Cc1ccc(NC(=O)CCSc2ccccc2)cc1)NCC(F)(F)F | 1 | -3
Cc1ccc(CN2CCC(c3nc4cccnc4n3C)C2)cc1 (configuration not stated) | -4 | 13
Cc1ccccc1CN1CCN(C(=O)c2ccc([N+](=O)[O-])cc2)CC1 | -3 | 3
CC1(C)Cc2ccccc2-c2c[nH]c(=O)n21 | -5 | 25
Cc1ccccc1NC(=O)N1CCC2(CC1)Nc1cc(F)ccc1-n1cccc12 | -5 | 35
CCCC12CN3CC(CCC)(CN(C1)C3c1cccs1)C2=O (configuration not stated) | -2 | -8
COc1ccc(Oc2nc3c(c(=O)n(C)c(=O)n3C)n2Cc2ccccc2Br)cc1 | 0 | -2
COc1ccc(-c2csc3ncnc(N4CCN(c5ccccn5)CC4)c23)cc1 | 0 | -14
O=C(CCc1c[nH]c2ccccc12)N1CCc2nc3cc(-c4ccccc4)[nH]n3c(=O)c2C1 | -5 | 10
O=C(Nc1ccc(Cl)cc1)c1cc(S(=O)(=O)NCc2ccccc2Cl)ccc1F | 84* | 5
COc1ccc(C(=O)Nc2ccc3nc(N4CCN(C)CC4)cc(C)c3c2)c(OC)c1 | -5 | 21
Cn1ccnc1N1CCN(C(=O)CC23CC4CC(CC(C4)C2)C3)CC1 | -3 | -7
Cc1ccccc1NC(=O)CCS(=O)(=O)c1cccs1 | 4 | 3
O=C(Cc1ccccc1)Nc1ccc2nn(-c3ccc(Cl)cc3)nc2c1 | -1 | -2
CCCn1c(=O)c2c(ncn2C)n(CCC)c1=O | 0 | /
CC(C)(C)C1CCc2c(sc(NC(=O)c3ccccc3F)c2C(=O)O)C1 (configuration not stated) | -2 | 9
The listing continues.
SMILES | Pf apPOL block | mHTT-CaM PPI inh
Cc1nc(SCCO)c2c3c(sc2n1)CCCC3 | 2 | 16
Cc1ccccc1NC(=O)Cn1c(C)nc2c(c1=O)CCN(Cc1ccccc1)C2 | 0 | -13
CCN(CC)C(=O)Oc1ccc2c(c1C)OC(=Cc1cc(OC)c(OC)c(OC)c1)C2=O | 3 | -6
CCOc1ccc(C(=O)N2CC(=O)Nc3ccccc32)cc1 | 0 | -3
COC(=O)c1sccc1NC(=O)N1CCCn2nc(-c3ccncc3)cc2C1 | 4 | 19
O=C(c1ccccc1)N1CC2CC(NS(=O)(=O)c3ccccc3)C1C2 (configuration not stated) | -4 | -2
O=C(Nc1ccccc1F)c1ccc([N+](=O)[O-])cc1 | 0 | 0
O=[N+]([O-])c1ccc(ONS(=O)(=O)c2ccc(F)cc2)c([N+](=O)[O-])c1 | 4 | /
CN(C)C1CCCN(Cc2ccccc2Cl)C1=O (configuration not stated) | 3 | -4
CC1(C)Cc2c(c(N3CCCCC3)nc3sc(C#N)c(N)c23)CO1 | 5 | -6
COc1ccccc1N1CCN(C(=O)Nc2ccccc2)CC1 | -8 | -2
CN(c1cc2c(c3c1ccn3C)C1CCC2O1)C1CCCCC1 (configuration not stated) | -1 | 59*
Cc1onc(-c2c(Cl)cccc2Cl)c1C(=O)NCCSC1=NCCN1 | -29 | /
C=CCn1cc(F)c(=O)n(CC(C)C)c1=O | -6 | -3
CCCOc1ccccc1/C=c1\sc2ncnn2c1=O | -8 | -6
Cn1c(Cl)c(CN)c2ccccc21 | / | -5
CS(=O)(=O)N1CCN(C(=O)c2ccco2)CC1 | -2 | 1
Cc1cccc(C)c1NC(=O)CN1CCOCC1 | -3 | /
CC(C)c1nn(-c2cccc(Cl)c2)c(C(C)C)c1C(=O)NC1CC1 | -4 | 6
COc1ccc(C(=O)NCc2nnc(SCC(=O)N3CCC(C)CC3)o2)cc1OC | 0 | 0

A draw from above in order of number of heavy atoms, low to high.
SMILES | Pf apPOL block | mHTT-CaM PPI inh
NCCOCCN | -8 | -2
Cn1c(Cl)c(CN)c2ccccc21 | / | -5
Nc1ccc2nc(SCC(=O)O)sc2c1 | -6 | 8
C=CCn1cc(F)c(=O)n(CC(C)C)c1=O | -6 | -3
O=C(Nc1ccccc1F)c1ccc([N+](=O)[O-])cc1 | 0 | 0
CCCOc1ccccc1/C=c1\sc2ncnn2c1=O | -8 | -6
Cc1ccc(OCc2noc(-c3cccc(Cl)c3)n2)cc1 | 2 | -35
CCCC12CN3CC(CCC)(CN(C1)C3c1cccs1)C2=O (configuration not stated) | -2 | -8
COc1ccccc1N1CCN(C(=O)Nc2ccccc2)CC1 | -8 | -2
CCCOc1nccnc1N1CCC(NC(=O)Cc2ccsc2)C1 (configuration not stated) | 0 | 7
COc1cc(CN2CCN(C=O)CC2)ccc1OCc1ccccc1 | 7 | -2
COc1ccc(N=Cc2nc(-c3ccc(Br)cc3)oc2O)c([N+](=O)[O-])c1 | 1 | 21
Cc1cc([N+](=O)[O-])ccc1-c1ccc(C2Nc3ccccc3C(=O)N2O)o1 (configuration not stated) | -13 | 28
COC(=O)c1sccc1NC(=O)N1CCCn2nc(-c3ccncc3)cc2C1 | 4 | 19
COc1cc(NC(=O)c2ccc(C(=O)c3ccccc3)cc2)cc(OC)c1OC | -4 | -5
COc1ccc(C(=O)NCc2nnc(SCC(=O)N3CCC(C)CC3)o2)cc1OC | 0 | 0
COc1ccccc1-n1c(SCC(=O)Nc2ccc(C)cc2C)nc2c(c1=O)SCC2 | 2 | 19
Cn1nc(-c2nc(-c3ccccc3)no2)c2c1CCN(C(=O)C1(c3ccccc3)CC1)C2 | 0 | 5
O=C(CCc1c[nH]c2ccccc12)N1CCc2nc3cc(-c4ccccc4)[nH]n3c(=O)c2C1 | -5 | 10

New compounds follow.
SMILES | Pf apPOL block | mHTT-CaM PPI inh
COc1ncnc2c(C)csc12 | -1 | /
Cc1cc(C(=O)OCC(=O)c2ccc(Cl)cc2)ccc1[N+](=O)[O-] | 6&-14 | /
COc1ccc(CCNc2ccc([N+](=O)[O-])cn2)cc1 | -5 | 1
N#Cc1cccc(S(=O)(=O)NCCC2CCN(C(=O)c3ccccc3)CC2)c1 | -1 | 35
CC(=O)N1CCN(c2nc(C(C)C)nc(C)c2Cc2cccc(C)c2)CC1 | -3 | 32
CCOC(=O)c1cccc(NC(=O)N2CCOc3ccccc32)c1 | -6 | -4
CSc1ccccc1NC(=O)c1ccc(=O)n(Cc2ccccc2F)c1 | -9 | -6
CCCCN1C(=O)C(C)(C(=O)Nc2ccc(Cl)cc2F)Oc2cccnc21 (configuration not stated) | -2 | -37
N#C/C(=C/c1cc(Br)cs1)C(N)=S | / | 11
Cc1cc([N+](=O)[O-])nn1Cc1ccc(-c2nc(-c3nonc3N)no2)cc1 | -7 | -1
O=C(C1CCCO1)N1CCC(Cc2nnc(-c3ccccc3)o2)CC1 (configuration not stated) | -4 | 1
COc1ccccc1NCC(O)Cn1c(C)c(C)c2ccccc21 (configuration not stated) | -2 | 59*
O=C(NCc1cccnc1)c1ccc(S(=O)(=O)Nc2ccc3c(c2)OCO3)o1 | -1 | -9
COc1cc(C2C3=C(Nc4c2c(=O)n(C)c(=O)n4C)c2ccccc2C3=O)cc(OC)c1OC (configuration not stated) | -3 | 6
O=C(Nc1ccccc1C(=O)NCCO)c1ccccc1Cl | 27 | 0
O=C(C1CCCC1)N1CCC(Oc2cc(N3CCCCC3)ncn2)C1 (configuration not stated) | -2 | 10
CC(C)c1cc(C2CCCN2Cc2ccccc2F)no1 (configuration not stated) | 5 | -28
O=C(Nc1ccccc1I)c1cc2cc(Cl)cc(Cl)c2oc1=O | 0 | 0
O=C1CSC(=O)N1CC(O)Cn1c2ccc(Br)cc2c2cc(Br)ccc21 (configuration not stated) | / | 27
Nc1nnc(CSCc2ccccc2)s1 | 1 | -3
Cc1ccc(C2=NN(CC(=O)NCCN3C(C)CCCC3C)C(=O)CC2)cc1 (configuration not stated) | -12 | 0
Cc1cc(NC(=O)Nc2ccccc2)no1 | -1 | -2
COC(CNC(=O)c1cnn2c(C)c(Cc3ccccc3Br)c(C)nc12)OC | -8 | 24
O=C(c1ccccc1)N1CCN(c2ccc(F)cc2[N+](=O)[O-])CC1 | -6 | 10
COc1cccc(NC(=O)c2ccc(SCCN3CCCCC3)nc2)c1 | -2 | -4
COc1cc2nc(/C=C/c3ccccc3)oc(=O)c2cc1OC | 2 | 9
CN1C(=O)CC(N2CCN(Cc3ccccc3)CC2)C1=O (configuration not stated) | 3 | -5
COc1ccc(C)c2sc(N(CCN3CCOCC3)C(=O)c3ccccc3Cl)nc12 | -5 | 45
COc1ccc(CNS(=O)(=O)c2ccc(F)c(C(=O)Nc3ccccc3OC)c2)cc1 | -3 | 4
Cc1nn(C(=O)COc2ccccc2)c(C)c1Sc1ccc([N+](=O)[O-])cc1 | -1 | -2
O=C1CSC(c2ccccc2F)N1Cc1ccccc1 (configuration not stated) | 2 | -16
CSc1ccc2nc(NC(=O)c3ccc4ncsc4c3)sc2c1 | 3 | 29
COc1cccc(Nc2cc(C)nc3c(C)cccc23)c1 | 1 | 0
CC(C)NC(=O)N1CCC2(C1)Nc1cccnc1NC2=NC(C)(C)C (configuration not stated) | 0 | 0
Cc1cccc(NC(=O)c2cc3cc(Br)ccc3oc2=N)c1 | 0 | 4
N#CCN1CCN(CCC(=O)Nc2ccc(OC(F)(F)F)cc2)CC1 | 1 | 1
CCc1ccccc1NC(=O)C1CCCN(c2nccc(C)n2)C1 (configuration not stated) | 0 | 0
Cc1ccc(N2CC34C=CC(O3)C(C(=O)O)C4C2=O)cc1 (configuration not stated) | -1 | -20
C#CCOCC1CCN(C(=O)CSC2CCCC2)CC1 | -4 | 3
COc1ccc(CN2CCCC2c2cc(C(C)C)on2)cc1OC (configuration not stated) | 2 | -1
